# inhibitors of VEEV: inhibitors of VEEV TC-83 cytopathic effect, confirmation, Vero cells (AID 588727); hit rate 0.13% among 350,000; Vero cells, VEEV TC-83 cytopathic effect inhibition; higher % means a stronger effect; inhibition, % at 20 µM; hits with a dose series show IC50 in µM; in the data active = a potency from the dose series; inconclusive = inhibition mostly from about 14% at the one dose, without a potency; inactive = the rest, 99 in 100 with inhibition below about 12%; note: strong numbers were not always called active
# * = called active by the depositor; i = inactive; u = inconclusive. Some of the compounds tested (hit frequency here may not be typical).
# Preview (6 entries):
SMILES,inhibitors of VEEV
CC(=O)c1c(O)c(C)c(O)c2c1OC1=Cc3c(c(C)nn3C)C(=O)C12C (centres undefined),72%
C[C@@H]1CN([C@H](C)CO)C(=O)CCCn2nncc2CO[C@H]1CN(C)S(=O)(=O)c1cccs1,4.6%
O=C(Nc1ccc(NC(=S)NC(=O)c2ccco2)cc1)c1ccc(Br)cc1,0.6%
CC1=C(C(=O)N(C)C)CC(CC(=O)NCC2CCCCC2)C(=O)N1Cc1ccc(C(C)(C)C)cc1 (centres undefined),1.8%
C[C@H]1CN([C@@H](C)CO)C(=O)CCCn2nncc2CO[C@@H]1CN(C)S(=O)(=O)c1cn(C)cn1,1.3%
CC(=O)c1cccc(NC(=O)C2CCCN2S(=O)(=O)c2cccs2)c1 (centres undefined),i

# The whole of this part, repeating the preview:
SMILES,inhibitors of VEEV
CC(=O)c1c(O)c(C)c(O)c2c1OC1=Cc3c(c(C)nn3C)C(=O)C12C (centres undefined),72%
C[C@@H]1CN([C@H](C)CO)C(=O)CCCn2nncc2CO[C@H]1CN(C)S(=O)(=O)c1cccs1,4.6%
O=C(Nc1ccc(NC(=S)NC(=O)c2ccco2)cc1)c1ccc(Br)cc1,0.6%
CC1=C(C(=O)N(C)C)CC(CC(=O)NCC2CCCCC2)C(=O)N1Cc1ccc(C(C)(C)C)cc1 (centres undefined),1.8%
C[C@H]1CN([C@@H](C)CO)C(=O)CCCn2nncc2CO[C@@H]1CN(C)S(=O)(=O)c1cn(C)cn1,1.3%
CC(=O)c1cccc(NC(=O)C2CCCN2S(=O)(=O)c2cccs2)c1 (centres undefined),i
COc1ccc(NC(=O)c2ccc(S(=O)(=O)N(C)c3ccccc3)cc2)cc1S(=O)(=O)N1CCOCC1,0.2%
O=C(Nc1ccn(CCCNC2CCN(Cc3ccccc3)CC2)c(=O)n1)OCc1ccccc1,i
C[C@@H]1CCCCO[C@@H](CN(C)S(=O)(=O)c2ccc(F)cc2)[C@@H](C)CN([C@H](C)CO)C(=O)c2cc(N(C)C)ccc2O1,0.4%
c1ccc(N=NC2=NN(c3ccccc3)CS2)cc1,0.3%
CC1CCCC(C)N1C(=O)CN1C(=O)NC2(CCCCCC2)C1=O (centres undefined),0.0%
O=c1c2ccccc2nc(/C=C/c2ccc([N+](=O)[O-])o2)n1-c1ccc(O)cc1,0.4%
O=C(Cn1sc2ccccc2c1=O)Nc1ccc(Br)cc1,7.2%
C[C@@H]1CN([C@H](C)CO)C(=O)CCCn2nncc2CO[C@@H]1CN(C)C(=O)Oc1ccc2ccccc2c1,i
C[C@H](CO)N1C[C@H](C)[C@H](CN(C)C(=O)c2ccccc2)Oc2cc(Br)ccc2S1(=O)=O,2.3%
COc1ccc(CNC(=O)COC(=O)CN2C(=O)C3CCCCC3C2=O)cc1 (centres undefined),1.6%
c1ccc(NN(Cc2cnccn2)c2ccccc2)cc1,1.2%
Cc1ccc([C@H]2C[C@H](O)[C@@H](n3cc(C4CC4)nn3)CN2C(=O)c2cccs2)cc1,0.7%
O=C(NCc1ccc(F)cc1)C(=O)NCC1OCCN1S(=O)(=O)c1cc(F)ccc1F (centres undefined),i
CCCCN1CC(C)(C)[C@H](CC(=O)Nc2ccccc2)C1=O,i
COc1cccc(NC(=O)N(C)C[C@@H]2Oc3ncc(Br)cc3C(=O)N([C@@H](C)CO)C[C@H]2C)c1,2.4%
C[C@H](CO)N1C[C@H](C)[C@H](CN(C)C(=O)Nc2ccccc2)OCc2cnnn2CCCC1=O,i
COc1ccccc1N(C)S(=O)(=O)c1ccc(C(=O)NCCCN2CCCC2=O)cc1,i
Cc1ccc(NCC(=O)Nc2ccc(F)c(Cl)c2)cc1S(=O)(=O)N1CCOCC1,8.6%
OCC1OC(c2ccc(OCc3ccccc3)cc2OCc2ccccc2)C(O)C1O (centres undefined),8.7%

# For convenience, part of the list above.
SMILES,inhibitors of VEEV
CC(=O)c1c(O)c(C)c(O)c2c1OC1=Cc3c(c(C)nn3C)C(=O)C12C (centres undefined),72%
C[C@@H]1CN([C@H](C)CO)C(=O)CCCn2nncc2CO[C@H]1CN(C)S(=O)(=O)c1cccs1,4.6%
O=C(Nc1ccc(NC(=S)NC(=O)c2ccco2)cc1)c1ccc(Br)cc1,0.6%

# Remaining list, next part.
SMILES,inhibitors of VEEV
CC1CCN(C(=O)CCC(=O)Nc2ccc([N+](=O)[O-])cc2)CC1,1.0%
O=C(C1CCCCC1)N1C[C@@H](O)[C@H](n2cc(C3CC3)nn2)C[C@@H]1c1ccccc1,0.2%
CC(=O)N1CCN(S(=O)(=O)c2cccc(C(=O)N3CCN(S(=O)(=O)c4c(C)c(C)cc(C)c4C)CC3)c2)CC1,2.4%
C[C@H]1CN([C@@H](C)CO)C(=O)CCCn2nncc2CO[C@H]1CN(C)C(=O)NC1CCCCC1,i
Cc1cccc(NC(=O)CNC(=O)c2ccc(S(=O)(=O)NCc3ccco3)cc2)c1C,2.0%
Cc1ccc(OCC(=O)Nc2ccc(C(=O)Nc3ccccc3C(=O)O)cc2)cc1C,1.1%
CCC(=O)N(C)C[C@H]1Oc2cc(-c3cccnc3)ccc2S(=O)(=O)N([C@H](C)CO)C[C@H]1C,i
COc1ccc(CN(C)CCCn2cnc3c(OC)ncnc32)cc1OC,i
COCCNC(=O)c1cc(S(=O)(=O)N2CCC3(CC2)OCCO3)ccc1F,1.8%
CCOC(=O)c1c(NC(=O)COC(=O)c2ccc(Cl)nc2)sc(C)c1C,0.8%
COCCCN1C(=O)C(CC(=O)NCCCCc2ccccc2)CC(C(=O)N2CCOCC2)=C1C (centres undefined),i
CC1(C)OC(=O)C2=C(CC(c3ccccc3)OC2CCc2ccccc2)O1 (centres undefined),0.9%
CC1=C(C(=O)N(C)C)CC(CC(=O)NCCCCc2ccccc2)C(=O)N1Cc1ccc(F)cc1 (centres undefined),0.1%
Cc1ccc(C(=O)NCc2ccc3c(c2)OCO3)c(Cl)c1,0.5%
Cc1ccccc1OCC(=O)OCC(=O)NC1CCCC(C)C1C (centres undefined),1.3%
Cc1ccccc1S(=O)(=O)N(C)C[C@@H]1OCc2cnnn2CCCC(=O)N([C@H](C)CO)C[C@@H]1C,2.0%
COc1ccc(NC(=O)CCNC(=O)C2CCN(S(=O)(=O)c3ccccc3)CC2)cc1OC,1.5%
CC1C(=O)N(Cc2cn(Cc3ccco3)nn2)CCS(=O)(=O)N1Cc1ccc(-c2ccc(F)nc2)cc1 (centres undefined),0.2%
CCCC#Cc1cnc2c(c1)C(=O)N([C@H](C)CO)C[C@@H](C)[C@H](CN(C)S(=O)(=O)c1cccc(OC)c1)O2,7.4%
CCC/C=C/c1ccc(CN2C(C(C)C)C(=O)N(Cc3cn(CCC4OCCCO4)nn3)CCS2(=O)=O)cc1 (centres undefined),0.8%
CC1=C(C(=O)N(C)C)CC(CC(=O)NC(c2ccccc2)c2ccccc2)C(=O)N1Cc1ccc(F)cc1 (centres undefined),0.6%
Cc1ccc(C(C#N)=Cc2ccc3c(c2)OCO3)cc1,0.3%
CSc1ccccc1C(=O)OCC(=O)NC1CC1,1.8%
C[C@H](CO)N1C[C@H](C)[C@@H](CN(C)S(=O)(=O)c2cn(C)cn2)Oc2ncc(Br)cc2C1=O,0.6%
O=[N+]([O-])c1ccc(Nc2ccccc2O)c([N+](=O)[O-])c1,i
# Further structures follow.
SMILES,inhibitors of VEEV
C[C@H](CO)N1C[C@H](C)[C@@H](CN(C)C(=O)c2ccncc2)OCc2cnnn2CCCC1=O,0.7%
CC(C)CC1C(=O)N(Cc2cn(Cc3ccco3)nn2)CCS(=O)(=O)N1Cc1ccc(-c2ccc(F)nc2)cc1 (centres undefined),5.8%
COc1ccccc1NC(=O)N(C)C[C@@H]1OCc2ccccc2-c2c(n(C)c3ccccc23)C(=O)N([C@H](C)CO)C[C@@H]1C,0.7%
COc1ccccc1CN(C)C[C@@H]1OCc2cnnn2CCCC(=O)N([C@H](C)CO)C[C@H]1C,i
COc1ccc(-c2csc(NC(=O)c3c(C)noc3C)n2)cc1OC,10%
Cc1ccc([C@H]2C[C@H](n3cc(-c4ccc(F)cc4)nn3)[C@@H](O)CN2C(=O)C2CCCCC2)cc1,1.6%
CN1C(=O)CN(CCN2CC(=O)N(C)C(=O)C2)CC1=O,i
Cc1ccc(-n2c(COc3ccccc3)nnc2SCC(=O)O)cc1,i
CCOC(=O)C1CCN(C(=O)CCn2c(=O)oc3ccccc32)CC1,i
COc1cccc(S(=O)(=O)N(C)C[C@H]2OCc3cnnn3CCCC(=O)N([C@@H](C)CO)C[C@H]2C)c1,1.5%
Cc1cccc(C)c1NC(=O)CN1CCN(C(=O)CNC(=O)c2ccc(-c3ccccc3)cc2)CC1,i
CCOC(=O)CC1c2nc3ccccc3cc2CN1C(=O)OCC (centres undefined),2.2%
COc1ccc(C)cc1Nc1ncnc2c1nnn2Cc1ccccc1Cl,0.5%
Cc1ccc(N2CCC3CC2c2cc(-c4ccc(C(F)(F)F)cc4)ccc23)cc1 (centres undefined),1.9%
O=C(CSc1nnc(-c2ccncc2)n1C1CC1)c1cccs1,i
CN1OC[C@@H]2C(=O)N3CCc4c([nH]c5ccccc45)[C@@H]3C[C@@H]21,i
C#CCN(C[C@H]1[C@H](OC(=O)NCCCCCC)[C@H](OC(=O)NCCCCCC)C[C@H]2C(=O)N(c3ccccc3)C(=O)[C@@H]12)S(=O)(=O)c1ccc(C)cc1,1.1%
COc1ccc(NC(=O)CN2C(=O)C3CC=CCC3C2=O)cc1Cl (centres undefined),0.7%
CCN(CC(=O)Nc1cc(Cl)ccc1C)C(=O)C1CCN(c2ncnc3sc(C)c(C)c23)CC1,1.0%
C[C@@H]1CN([C@H](C)CO)C(=O)c2cc(Br)cnc2O[C@@H]1CN(C)Cc1cncnc1,0.5%
CC(C)CC1C(=O)N(Cc2cn(CCC3OCCCO3)nn2)CCS(=O)(=O)N1Cc1ccc(-c2ccc(F)cc2)cc1 (centres undefined),4.0%
Cn1c(SCC(=O)N2CCCC2)nc2c(c1=O)SCC2,i
CCN(CC)C(=O)C1=C(C)N(Cc2ccccc2)C(=O)C(CC(=O)NCCCN(C)C)C1 (centres undefined),i
COC(=O)c1ccc(CNC(=O)C(Cc2ccccc2)NC(=O)c2ccccc2)cc1 (centres undefined),4.7%
Cc1cc(NC(=O)C(C)SCC(=O)Nc2ccc(C(=O)OC(C)C)cc2)no1 (centres undefined),i
# Following part.
SMILES,inhibitors of VEEV
C[C@H]1CN(c2ccccc2)C(=O)[C@@H]1CC(=O)Nc1ccccc1,0.5%
C[C@@H]1CN([C@@H](C)CO)C(=O)CCCn2nncc2CO[C@H]1CN(C)C(=O)c1cc(-c2ccccc2)on1,0.4%
COc1ccc(-n2c(SCC(=O)NCC3CCCO3)nc3ccccc3c2=O)cc1Cl (centres undefined),11%
COCCCn1c(=O)/c(=C/c2ccccc2OC(C)C)s/c1=C(\C#N)C(=O)Nc1ccc(C(=O)O)cc1,8.8%
COc1ccccc1C(=O)N/C(=C/c1ccc(Br)cc1)C(=O)N1CCOCC1,u
CCCC(=O)Nc1cc(OC)c(NC(=S)Nc2cccc(C)c2)cc1OC,2.5%
COc1cc(C(=O)N2Cc3ccccc3-n3nncc3C2)cc(OC)c1OC,2.0%
O=C(c1ccc(CS(=O)c2ccccc2Cl)o1)N1CCN(C2CCCCC2)CC1 (centres undefined),i
CN1CCN(C(=O)CCn2c(=S)[nH]c3ccccc3c2=O)CC1,i
C[C@H](NC(=O)C1CCN(S(=O)(=O)c2ccccc2)CC1)C(=O)NCc1cccnc1,0.6%
C[C@@H]1CN([C@H](C)CO)C(=O)CCCn2nncc2CO[C@H]1CN(C)S(=O)(=O)c1ccc2ccccc2c1,i
COc1cccc(-c2cc3nc(C)c(C)c(N4CCN(C(=O)c5ccoc5)CC4)n3n2)c1,8.2%
Cc1ccc(S(=O)(=O)Nc2ccc3c(c2)C(=O)N([C@@H](C)CO)C[C@@H](C)[C@@H](CN(C)S(=O)(=O)c2ccccc2)OCCCC[C@H](C)O3)cc1,0.8%
CCCC1NC(=O)c2cc3ccccc3cc2-n2c1nc1cc(Cl)ccc1c2=O (centres undefined),2.7%
CN(CC1CCCN(CCc2ccccc2F)C1)C(=O)c1cc2ccccc2o1 (centres undefined),i
C[C@@H]1CN([C@@H](C)CO)C(=O)CCCn2nncc2CO[C@H]1CN(C)Cc1ccc2c(c1)OCO2,i
Cc1ccc(S(=O)(=O)N2C[C@H]3C(=O)C[C@@H](c4ccccc4)N(S(=O)(=O)c4ccc(C)cc4)[C@H]3C[C@H]2c2ccc(Cl)cc2)cc1,0.9%
COc1ccccc1NC(=O)N(C)C[C@H]1OCc2cnnn2CCCC(=O)N([C@H](C)CO)C[C@H]1C,0.7%
COc1ccccc1C(=O)N1CCN(C(=O)c2oc3c(C)c(C)ccc3c2C)CC1,12%
Cc1ccc(S(=O)(=O)N(C)C[C@H]2Oc3cc(Br)ccc3S(=O)(=O)N([C@H](C)CO)C[C@H]2C)cc1,3.1%
CCCCCC(=O)N1C[C@@H](O)[C@H](n2cc(C3CC3)nn2)C[C@@H]1c1ccc(C)cc1,i
C[C@@H]1CN([C@@H](C)CO)C(=O)CCCn2nncc2CO[C@H]1CN(C)Cc1ccc2cccnc2c1,1.3%
C[C@H]1CN([C@@H](C)CO)C(=O)c2c(c3ccccc3n2C)-c2ccccc2CO[C@H]1CN(C)Cc1cccc(F)c1,1.0%
C[C@H](CO)N1C[C@H](C)[C@H](CN(C)S(=O)(=O)c2ccc(Cl)cc2)OCc2ccccc2-c2c(n(C)c3ccccc23)C1=O,1.3%
Cc1cccc(-c2nc(NCCN(C)C)c3ccccc3n2)c1,11%
O=C(O)Cn1ccnc1[N+](=O)[O-],3.1%
C[C@@H]1CN([C@@H](C)CO)C(=O)CCCn2nncc2CO[C@H]1CN(C)C(=O)Cc1ccccc1,4.2%
N#Cc1ccccc1OCC(=O)Nc1nc(-c2ccccn2)cs1,8.1%
COc1cccc(C(=O)NCCS(=O)(=O)N2CCCC(C)C2)c1 (centres undefined),i

# Some of these compounds in order of molecular weight, rising.
SMILES,inhibitors of VEEV
O=C(O)Cn1ccnc1[N+](=O)[O-],3.1%
COc1ccccc1C(=O)N1CCN(C(=O)c2oc3c(C)c(C)ccc3c2C)CC1,12%
Cc1ccc(S(=O)(=O)Nc2ccc3c(c2)C(=O)N([C@@H](C)CO)C[C@@H](C)[C@@H](CN(C)S(=O)(=O)c2ccccc2)OCCCC[C@H](C)O3)cc1,0.8%

# Source: PubChem (Southern Research Specialized Biocontainment Screening Center)
